HSF1 inh = HSF1 inhibition | NIH3T3-HGL HSE-luciferase, MG132-induced, luminescence 8 h; stronger effect = lower value | activity change, negative = inhibition, % at 7.5 µM (by protocol) | AID 2098 | 300,000 compounds, 0.77% hits;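 active = more than half of replicate wells show activity change below -50%, luminescence cut by over half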;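 also: luciferase reports HSF-1 transcriptional activity via heat shock element; 0% = median of DMSO wells and -100% = zero luminescence signal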
GSK3beta inhib = blocks human GSK3beta kinase activity; GST-GSK3beta kinase, ADP-Glo luminescence, 60 min; stronger effect = lower value; 300,000 compounds, 0.038% hits; activity score (negative = inhibition), % at 10 µM; AID 2097;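 active = more than half of replicate wells score below -50%, meaning over 50% inhibition versus plate controls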;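 also: 0% = median DMSO wells and -100% = median GW8510 positive control wells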
Target sequence (P49841 whole entry, looked up): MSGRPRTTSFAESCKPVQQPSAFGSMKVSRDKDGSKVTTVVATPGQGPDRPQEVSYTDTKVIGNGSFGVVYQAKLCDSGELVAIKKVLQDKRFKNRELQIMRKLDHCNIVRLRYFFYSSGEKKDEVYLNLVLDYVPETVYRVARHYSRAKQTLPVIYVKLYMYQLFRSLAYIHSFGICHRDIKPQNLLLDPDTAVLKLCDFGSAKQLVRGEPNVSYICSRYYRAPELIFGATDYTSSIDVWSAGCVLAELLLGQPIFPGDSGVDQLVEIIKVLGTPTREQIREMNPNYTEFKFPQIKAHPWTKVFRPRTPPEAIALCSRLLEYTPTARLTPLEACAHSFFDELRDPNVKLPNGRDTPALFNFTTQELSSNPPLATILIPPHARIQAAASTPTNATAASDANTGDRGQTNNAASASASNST
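Test system – GST-tagged human GSK3beta kinase, cell-free · Incubation – 60 min enzyme reaction, room temperature · Signal – ADP-Glo luminescence · Also added – peptide substrate and ATP at 25 µM · Controls – DMSO neutral wells and GW8510 at 20 µM as positive · Buffer or medium – Tris/MgCl2 kinase buffer · Measure – Luminescence-derived activity versus plate DMSO and GW8510 wells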
AI-2 QS modul = modulates the Vibrio harveyi AI-2 quorum sensing system. 300,000 compounds, 0.4% hits. AID 2094. Vibrio harveyi JMH597 AI-2 luminescence/OD600 ratio, 9 h; stronger effect = lower value; strain lacks LuxN and CqsS sensors; 0 = neutral-control median. activity change, % at 7.5 µM; in the data active = activity change below about -75%, passing the limit was not always enough;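 also: luminescence divided by OD600 gain over 9 h not by final OD600 alone; inactives centre near 13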
HSF-1 act = increases HSF-1 driven luciferase reporter signal. NIH3T3-HGL HSF-1 luciferase reporter, MG132, 8 h; 100% = twice DMSO control signal. activation, % at 9 µM. 300,000 compounds, 1.7% hits. AID 504408;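 active = mean replicate activation of at least 50% with a set share of replicates each reaching 50%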;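 also: 0% = median of the neutral control wells and 100% = twice that signal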
HSP90 inh = HSP90 refolding inhibition in rabbit reticulocyte lysate. AID 1789. 290,000 compounds, 0.91% hits. inhibition, % at 5.6 µM. luciferase refolding luminescence, 3 h;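 active = inhibition above the screen-wide mean plus 3 SD, computed separately per campaign, cut at about 16% in these data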;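 also: 0% = DMSO wells and 100% = 60 µM geldanamycin wells; inhibitors lower the luminescence because luciferase stays unfolded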
PolyA inh = inhibitors of polyadenylation in S. cerevisiae. AID 1875. calls only at 12 µM. S. cerevisiae SKY197-pL101 polyadenylation reporter, beta-gal luminescence; efflux-impaired pdr1/pdr3 knockout yeast; score 100 = 6 SD above DMSO. 300,000 compounds, 0.02% hits;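 active = lowest replicate activity score at least 50, where 100 means six control SD above control mean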;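 also: yeast exposed to compound for 9 h at 30 °C; higher score means more reporter readthrough which indicates perturbed polyadenylation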
GSK3 alpha inh = blocks human GSK-3 alpha kinase. P49840. ADP-Glo luminescence, 60 min. inhibition, % at 10 µM. 320,000 compounds, 0.1% hits;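 in the data active = inhibition above about 50%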;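 also: GST-tagged GSK-3 alpha with peptide substrate and 25 µM ATP; 0% = DMSO neutral wells and 100% = GW8510 positive control wells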
HDAC3 inhib = human HDAC3 inhibition. O15379. 320,000 compounds, 0.15% hits. recombinant HDAC3, fluorogenic peptide/trypsin coupled, fluorescence. inhibition, % at 8.3 µM; in the data active = inhibition above about 26%, passing the limit was not always enough
Target sequence (O15379 whole entry, looked up): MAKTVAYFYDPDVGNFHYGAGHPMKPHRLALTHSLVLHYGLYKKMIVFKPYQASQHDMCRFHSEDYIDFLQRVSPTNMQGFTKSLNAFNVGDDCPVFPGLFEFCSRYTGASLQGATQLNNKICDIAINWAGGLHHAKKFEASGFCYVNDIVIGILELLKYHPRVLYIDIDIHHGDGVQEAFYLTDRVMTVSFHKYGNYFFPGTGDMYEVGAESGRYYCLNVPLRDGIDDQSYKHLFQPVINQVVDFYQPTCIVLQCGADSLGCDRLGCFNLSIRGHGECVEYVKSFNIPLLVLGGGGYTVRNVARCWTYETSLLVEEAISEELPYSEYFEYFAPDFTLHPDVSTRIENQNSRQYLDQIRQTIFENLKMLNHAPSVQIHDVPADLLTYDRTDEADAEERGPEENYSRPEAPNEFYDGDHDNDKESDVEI
Dyrk1A ADPGlo = Dyrk1A (rat) kinase inhibition; 310,000 compounds, 0.43% hits; inhibition, % at 12.5 µM; Q63470; ADP-Glo luminescence, NFATc1 peptide; in the data active = inhibition above about 50%;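 also: plate controls were vehicle with enzyme for no effect and no enzyme for full effect; many of its hits are not listed in these tables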
Platelet DG rel = modulates dense granule release in human platelets. AID 1663. 300,000 compounds, 0.22% hits. human platelet-rich plasma, SFLLRN dense granule ATP release, luminescence. inhibition, %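 (compounds screened at 7.5 µM in platelet-rich plasma)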;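 active = mean replicate score, as percent of positive control, at or above 50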
The depositor's hits bear a star; i = inactive; . = no result given. An excerpt; the hit share may differ from the screen's.

SMILES	HSF1 inh	GSK3beta inhib	AI-2 QS modul	HSF-1 act	HSP90 inh	PolyA inh	GSK3 alpha inh	HDAC3 inhib	Dyrk1A ADPGlo	Platelet DG rel
O=C(c1ccc(-n2cncn2)c([N+](=O)[O-])c1)N1CCN(S(=O)(=O)c2ccccc2Br)CC1	-6	-4	8	-8	.	i	-3	-3	11	-1
CCn1c(C)cc(O)cc1=O	-3	0	25	25	3	.	0	-3	.	6
CC(=O)CC(=O)Nc1ccccc1NC(C)=O	8	0	7	-1	1	i	-3	3	3	5
COc1ccc(N2C(=O)CSCC2=O)cc1OC	-2	2	15	9	-3	i	-2	1	0	2
CCOC1OC(=O)C(Cl)=C1Nc1ccc(C)cc1 (centres undefined)	-4	1	20	2	1	i	1	-4	-2	19
Cc1nc(CNS(=O)(=O)c2cc([N+](=O)[O-])ccc2C)cs1	9	1	-8	13	2	i	-2	6	13	6
COc1cccc(C(c2c(NC(=O)c3ccccc3)sc(C)c2C)N2CCN(C)CC2)c1 (centres undefined)	0	-1	8	-2	-1	i	-1	-1	-3	14
COc1ccc(-c2cc3ccccc3nc2N)cc1OC	8	-1	8	15	0	i	-1	1	0	8
c1cncc(-c2nc3c(ccc4ccccc43)[nH]2)c1	12	2	31	33	-1	i	2	.	.	-4
CCN(CCCNC(=O)c1cc2c(-c3cccc(OC)c3)nn(C)c2s1)Cc1ccccc1	3	-4	12	-17	2	i	-2	-8	0	-5
COc1ccc(CN2CCN(CCC(C)C)C(CCO)C2)cc1Cn1cncn1 (centres undefined)	-2	3	35	-10	1	i	-5	3	0	1
COC(=O)c1cn(NC(=O)C2CCCO2)c(=O)c2ccccc12 (centres undefined)	-3	-1	9	11	-1	i	-3	0	7	-4
O=C(COC(=O)c1cc[n+]([O-])cc1)NCCc1ccc(Cl)cc1Cl	2	-2	3	5	2	i	-1	1	-1	8
C=CCNc1nc(-c2c(C)nc3ncccn23)cs1	-8	-7	30	10	0	i	0	0	.	-1
NS(=O)(=O)c1ccc(CNC(=O)c2cc(-c3ccccc3)nc3ccccc23)cc1	0	-5	11	4	-2	i	-1	12	-5	15
OC(CNCCC(c1ccccc1)c1ccccc1)COc1ccccc1 (centres undefined)	6	3	5	11	-1	i	-1	5	.	8
O=C(CCn1c(=O)[nH]c2ccccc2c1=O)NCCSCc1ccccc1	3	-2	28	19	-3	i	-2	-4	-16	-3
COC(=O)c1ccccc1NC(=O)N1CCCC1	4	-1	15	-2	3	.	-1	-18	9	18
c1ccc(CNC2=NCCCC2)cc1	-2	-2	-6	-2	2	i	-2	5	-2	-14
CC(C)C[C@H](NC(=O)NCCC1=CCCCC1)C(=O)O	-4	2	26	9	4	i	.	6	-9	1
Cc1cc(C(=O)N/N=C/c2ccc3c(c2)OCO3)c(C)n1-c1ccc(F)cc1	-3	0	21	-6	5	i	-1	-12	-3	4
COC(=O)c1ccc(Cl)c(NS(=O)(=O)c2ccc3c(c2)OCCO3)c1	2	2	4	-20	2	i	-7	-2	-8	0
O=C(OCC(=O)N1CCN(C(=O)c2ccco2)CC1)c1ccccc1O	4	-6	19	-11	0	i	-1	2	13	2
Cn1c2ccccc2c(=O)c2cc(C#Cc3ccccn3)ccc21	10	-1	17	16	0	i	-2	-52	16	7
CC(=O)N1CCOc2ccc(S(=O)(=O)N3C(C)CCCC3C)cc21 (centres undefined)	-3	-21	.	-12	0	i	-1	-4	0	16
Other compounds
SMILES	HSF1 inh	GSK3beta inhib	AI-2 QS modul	HSF-1 act	HSP90 inh	PolyA inh	GSK3 alpha inh	HDAC3 inhib	Dyrk1A ADPGlo	Platelet DG rel
Cc1nc2ncccn2c1-c1csc(Nc2ccc(O)cc2)n1	3	-10	-3	34	0	i	.	.	44	0
COc1ccc(NC(=O)CSc2nnc(Cc3cccn3C)n2-c2ccc(OC)cc2)cc1	-2	0	7	4	-3	i	-1	-1	0	9
COc1cc(/C(C)=N/NC(=O)CSc2nnc(C)s2)ccc1O	1	1	25	-15	-4	i	-1	4	2	1
CCN(CC)CCCNC(=O)CCc1ccccc1	.	3	19	.	4	.	-2	1	-1	.
Cn1cccc1Cc1nnc(SCC(=O)NCc2ccco2)n1CCc1ccccc1	-3	-1	4	-3	6	i	-3	-1	0	-9
CCN(CC)S(=O)(=O)c1ccc(Cl)c(C(=O)NCCN2CCOCC2)c1	-8	4	40	-3	5	i	-2	-5	6	5
CN(C)c1nc(Oc2ccc(=O)n(C)n2)nc(N2CCOCC2)n1	1	0	21	19	-3	i	-3	-2	-1	1
COc1ccc(OC)c(Nc2nc3ccccc3n3cnnc23)c1	-3	0	7	-4	3	i	1	-3	3	-2
Cc1cc(C)nc(-n2nc(C)c(C3(O)C(=O)Nc4ccccc43)c2N)n1 (centres undefined)	0	4	19	-4	-2	i	3	1	-2	-1
NC(=O)C1CCN(C(=O)COc2ccc3ccc(=O)oc3c2)CC1	4	2	23	11	-4	i	0	-7	0	-4
CC(CNC(=O)C(C)C)NC(=O)C(C)C (centres undefined)	-8	-1	23	-8	4	i	0	-3	-2	-1
O=C(CSCCO)N1CCc2ccccc21	-5	1	11	4	6	i	-6	8	-1	2
CCN(CC)C(=O)CSc1nnc2nnc3cc(Cl)ccc3n12	-5	0	35	9	1	i	-3	10	32	1
Cc1ccc(NS(=O)(=O)c2ccc(NC(=O)C3CCCO3)cc2)cc1 (centres undefined)	-10	-2	12	2	0	i	-1	-8	-1	5
O=C(CC(C(=O)N1CCc2ccccc21)n1ccnc1)NCc1cccnc1 (centres undefined)	-7	-4	-4	-9	2	i	-3	-3	0	-4
CC1=C(C(=O)Nc2ccc(C)cc2C)C(c2cccs2)NC(=S)N1 (centres undefined)	-6	-2	24	-3	1	i	-3	-6	-1	-12
Cn1cnnc1Sc1ccc(C(=O)NCCC23CC4CC(CC(C4)C2)C3)cc1[N+](=O)[O-]	0	0	21	-4	-1	i	-1	3	-10	0
COc1ccc(OC)c(NC(=O)C2C3CCC(C3=C(C)C)C2C(=O)O)c1 (centres undefined)	4	3	4	9	-2	i	-2	-4	1	-1
Cc1cc(/C=C(/C#N)c2cccc(F)c2)c(C)n1-c1cccnc1	.	1	27	.	2	i	-2	6	.	-5
Cc1cc(C(F)F)nn1CC(=O)NCc1ccccc1F	-10	-5	-3	5	-6	i	-5	-1	-6	-6
CCOc1ccc(CCNC(=O)C2CC(=O)N(Cc3ccc(OC)cc3)C2)cc1OCC (centres undefined)	-4	-2	11	-6	1	i	-1	-3	4	7
O=c1[nH]c2ccccc2[n+]([O-])c1-c1ccccc1	3	-1	14	10	-4	i	2	4	6	10
O=C(CCC1CCCCC1)N1CCN(Cc2ccc3c(c2)OCO3)CC1	0	-1	43	-8	-1	i	.	5	-3	-5
CCC1C(=O)NCCN1Cc1nc(-c2ccc(C)s2)oc1C (centres undefined)	-4	4	17	-10	2	i	-1	-2	3	2
CCCCCn1c(C(Cc2ccccc2)NC(C)=O)nc2ccccc21 (centres undefined)	5	-1	32	-2	-1	.	-1	0	3	1
(list continues)
SMILES	HSF1 inh	GSK3beta inhib	AI-2 QS modul	HSF-1 act	HSP90 inh	PolyA inh	GSK3 alpha inh	HDAC3 inhib	Dyrk1A ADPGlo	Platelet DG rel
Cc1ccc(C(=O)CSC2=NC(N)=C(C#N)C3(CCCCC3)C2C(N)=O)cc1 (centres undefined)	6	-20	11	10	2	i	-1	14	-1	3
COc1ccc(-c2nn(-c3ccccc3)cc2/C=C/C(=O)OCC(=O)Nc2cccc(C#N)c2)cc1	-5	-1	3	9	-1	i	-3	-21	5	-28
NC(=O)c1c(NC(=O)CSc2nnc(-c3ccco3)n2N)sc2c1CCCC2	9	-2	25	-1	1	i	13	0	16	5
Cc1cc(NC(=O)c2cc(C(C)C)on2)nn1Cc1ccc(Cl)cc1	11	-1	13	-2	0	i	-1	9	6	20
C=COCCn1c(=N)n(CCC)c2ccccc21	-10	0	4	-10	-3	i	-5	0	0	0
Cc1ncc2c(c1OC(=O)c1ccccc1)COC(C)(C)OC2	0	3	20	11	6	i	-3	-16	5	2
CCOC(=O)c1oc2ccc(S(=O)(=O)N3CCC(C)CC3)cc2c1C	4	-1	13	21	21*	i	-2	1	-2	10
NC(=O)CSc1nnc(NC(=O)c2ccc(S(=O)(=O)N3CCCCC3)cc2)s1	-5	-2	20	-28	.	i	-1	8	-12	-1
O=S(=O)(Nc1ccccc1F)c1ccc2nsnc2c1	-4	0	17	-6	0	i	0	5	.	3
CCNc1nc(NCC)n2c(SCC(=O)Nc3ccc(NC(C)=O)cc3)nnc2n1	3	6	3	3	.	i	1	-2	-4	-15
O=C(Nc1ccc2oc(-c3ccncc3)nc2c1)c1ccco1	3	.	.	20	-5	i	3	-8	4	3
Cn1cc(Br)c(C(=O)Nc2sc3c(c2C(N)=O)CCC3)n1	2	-21	2	25	1	i	-4	7	3	5
Cc1ccc(-c2n[nH]c(=O)c3ccccc23)cc1N	-4	-3	6	-28	-1	i	6	-6	9	-4
COc1ccc(-c2nc(CN3CCN(c4ncccn4)CC3)c(C)o2)cc1C	.	2	10	.	5	i	-2	10	0	-2
COc1cc(NS(=O)(=O)c2ccc(N)cc2)ncn1	1	2	-67	-9	-1	i	-2	-7	.	0
COc1cc(CNC(=O)CCCC(=O)c2ccccc2)cc(OC)c1OC	-2	1	15	30	-2	i	-1	9	13	0
CC(C)N1C(=O)N(c2ccccc2)C(C)(O)CC1(C)C (centres undefined)	6	5	0	22	-7	i	-2	-1	6	-4
CCOc1ccc(Br)cc1S(=O)(=O)NC1CC(C)(C)NC(C)(C)C1	-4	0	10	-12	-2	i	5	0	1	-3
Cc1ccc(C)c(S(=O)(=O)Nc2cc3c4c(c2)CCN4C(=O)CC3)c1	-1	1	32	7	.	i	6	-9	2	-2
Cc1nc(CC(=O)c2ccc(O)cc2O)cs1	3	3	19	5	3	i	8	2	-1	-1
COc1cccc(-c2nc3n(n2)C(c2cccs2)C(C(=O)Nc2cccnc2)=C(C)N3)c1 (centres undefined)	2	-2	-3	-3	2	i	-3	2	-8	1
Cc1ccc(NC(=O)Cn2nnc(C(=O)NCc3cccs3)c2N)c(C)c1	0	0	9	4	-6	i	0	-2	5	3
O=C(COc1cccnc1[N+](=O)[O-])Nc1ccc2c(c1)OCO2	-2	-2	43	-1	-5	i	-3	3	-1	2
CCCc1cc(C(=O)NCc2cccnc2)no1	2	-1	20	10	-3	i	0	4	8	1

Shown with bars between the fields: part of the list above
molecule | HSF1 inh | GSK3beta inhib | AI-2 QS modul | HSF-1 act | HSP90 inh | PolyA inh | GSK3 alpha inh | HDAC3 inhib | Dyrk1A ADPGlo | Platelet DG rel
Cc1cc(/C=C(/C#N)c2cccc(F)c2)c(C)n1-c1cccnc1 | . | 1 | 27 | . | 2 | i | -2 | 6 | . | -5
Cc1cc(C(F)F)nn1CC(=O)NCc1ccccc1F | -10 | -5 | -3 | 5 | -6 | i | -5 | -1 | -6 | -6
CCOc1ccc(CCNC(=O)C2CC(=O)N(Cc3ccc(OC)cc3)C2)cc1OCC (centres undefined) | -4 | -2 | 11 | -6 | 1 | i | -1 | -3 | 4 | 7
O=c1[nH]c2ccccc2[n+]([O-])c1-c1ccccc1 | 3 | -1 | 14 | 10 | -4 | i | 2 | 4 | 6 | 10

Bioassay records: PubChem, several laboratories
